PGE2 EP2 inh: blocks the human prostaglandin E2 receptor EP2; C6 glioma cells expressing human EP2, cAMP TR-FRET; cells stimulated with saturating PGE2; inhibition, % at 25 µM; 260,000 tested, 0.52% active; AID 1422;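 active means percent inhibition above 40 after rounding to a whole number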;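 further: rat C6 glioma host cells with rolipram phosphodiesterase inhibitor present; the protocol text gives 20 µM as final concentration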
Target sequence (P43116 whole entry, looked up): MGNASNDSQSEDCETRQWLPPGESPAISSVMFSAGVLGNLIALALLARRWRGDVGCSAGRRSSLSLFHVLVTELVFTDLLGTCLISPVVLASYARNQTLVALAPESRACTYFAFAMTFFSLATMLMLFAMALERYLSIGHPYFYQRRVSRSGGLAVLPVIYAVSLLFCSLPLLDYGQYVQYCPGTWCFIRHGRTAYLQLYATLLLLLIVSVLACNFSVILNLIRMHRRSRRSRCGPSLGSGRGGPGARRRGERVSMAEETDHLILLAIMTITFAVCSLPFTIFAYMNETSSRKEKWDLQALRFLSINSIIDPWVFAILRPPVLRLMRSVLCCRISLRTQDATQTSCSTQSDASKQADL
FXIIa inh: blocks human coagulation factor XIIa protease activity; inhibition, % at 5 µM; purified FXIIa, Boc-QGR-AMC fluorogenic substrate, 2 h; 220,000 tested, 0.3% active; AID 800; P00748; in the data active means inhibition above about 40%;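 further: 0% = enzyme with no compound and 100% = blank without enzyme; many of its hits are not listed in these tables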
Target sequence (P00748 20-372 limits assumed): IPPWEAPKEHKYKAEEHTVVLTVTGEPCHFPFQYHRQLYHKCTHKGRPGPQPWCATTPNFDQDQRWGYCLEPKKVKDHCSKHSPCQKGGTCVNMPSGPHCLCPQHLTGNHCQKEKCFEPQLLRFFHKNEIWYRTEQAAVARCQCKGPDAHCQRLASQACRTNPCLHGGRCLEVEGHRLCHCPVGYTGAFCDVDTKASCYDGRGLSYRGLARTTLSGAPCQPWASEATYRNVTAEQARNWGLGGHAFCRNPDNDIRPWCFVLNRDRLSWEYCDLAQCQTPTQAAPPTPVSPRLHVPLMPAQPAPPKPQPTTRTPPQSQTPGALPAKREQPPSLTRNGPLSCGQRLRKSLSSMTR
Target sequence (P00748 373-615 limits assumed): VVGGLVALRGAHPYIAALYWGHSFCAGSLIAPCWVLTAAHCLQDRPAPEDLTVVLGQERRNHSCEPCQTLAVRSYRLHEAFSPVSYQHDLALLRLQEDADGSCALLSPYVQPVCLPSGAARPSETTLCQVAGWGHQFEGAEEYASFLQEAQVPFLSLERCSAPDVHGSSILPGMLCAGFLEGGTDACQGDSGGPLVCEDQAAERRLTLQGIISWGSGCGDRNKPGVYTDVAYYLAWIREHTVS
Wee1 degr inh: inhibitors of human Wee1 degradation | reporter increase, % at 5 µM | HeLa Luc-Wee1K328M stability, luciferase luminescence; 100% = proteasome inhibitor MG132 effect | AID 1321 | 220,000 tested, 1.2% active | P30291;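 active means activation above the mean of all tested compounds plus 3 SD, set per screening run, cut at about 8.8% in these data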;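 further: cells exposed to compound for 20 h before luminescence read; 0% = DMSO alone and 100% = MG132 at 30 µM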
FXIa inh 1536: inhibitors of human coagulation factor XIa. inhibition, % at 5 µM. 220,000 tested, 0.14% active. purified FXIa, Boc-Glu-Ala-Arg-AMC fluorogenic substrate;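 active means inhibition of at least 40%; inactive means inhibition below 40%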;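 further: fluorescence of freed AMC excited at 355 nm; 0% = enzyme without compound and 100% = no enzyme blank; many of its hits are not listed in these tables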
PPC-1+TRAIL kill: kills PPC-1 cancer cells in the presence of TRAIL; PPC-1 cells + TRAIL, ATPLite viability luminescence; cell killing (% activity), % at 4 µM; 220,000 tested, 0.41% active; AID 1443;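 active means cell killing above 50% in the first pass at 4 µM, then a duplicate retest at 5 µM averaging 50% or more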;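 further: plate controls were cells with TRAIL plus DMSO for no effect and medium-only wells lacking cells for full effect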
CHOP inh: CHOP inhibition in unfolded protein response; AID 2732; inhibition, % at 10 µM; CHO-K1 CHOP-promoter luciferase, tunicamycin-induced, 15-18 h; 220,000 tested, 3.8% active;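 active means compounds that reduced the stress-induced luciferase reporter signal by more than about 70% of percent inhibition, limit read from the data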;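 further: 0% = tunicamycin plus vehicle and 100% = wells without tunicamycin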
L929 necroptosis: blocks zVAD induced death of L929 cells. L929 zVAD necroptosis rescue, ATP luminescence, 24 h; with zVAD 60 µM. 220,000 tested, 0.38% active. AID 1377. viability rescue, % at 10 µM;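 active means activation, scaled between plate controls, above about 75%, limit read from the data; inactive means activation under that limit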;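 further: 0% = zVAD with DMSO and 100% = DMSO alone without zVAD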
Tb hexokinase: blocks Trypanosoma brucei hexokinase 1 activity. recombinant TbHK1, G6PDH-coupled NADH A340. inhibition, % at 10 µM. 220,000 tested, 0.11% active. AID 1430;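 active means inhibition of 50% or more in the single-dose primary screen; inactive means inhibition below 50%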
TNF death inh: blocks TNF-alpha induced death of Jurkat FADD-/- cells; AID 463075; activation (protection from cell death), % at 10 µM; Jurkat FADD-/- TNF necroptosis rescue, ATP luminescence, 24 h; 0 = TNF only, 100 = no-TNF cells; 220,000 tested, 0.068% active;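 active means activation, meaning protection from cell death, of at least 50% relative to plate controls; inactive means activation below 50%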;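 further: necroptosis triggered by 40 ng/mL TNF-alpha added together with compound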
An asterisk follows results filed as active; . = no result given. Only part of the results is shown; rates above refer to the full screens.

Abbreviations – A = PGE2 EP2 inh; B = FXIIa inh; C = Wee1 degr inh; D = FXIa inh 1536; E = PPC-1+TRAIL kill; F = CHOP inh; G = L929 necroptosis; H = Tb hexokinase; I = TNF death inh
1	Cc1csc(NC(=O)CSc2nnc(Cn3c(=O)sc4ccccc43)n2-c2ccccc2)n1
  A: 2	B: 6	C: 1	D: -6	E: 6	F: 29	G: -0.2	H: -9	I: -0.1

2	CCOc1nc(-c2ccc(OC)cc2)ccc1-c1noc(C)n1
  A: 3	B: -2	C: -1	D: 4	E: 40	F: -17	G: 0.0	H: -6	I: -0.9

3	COc1cc2c(cc1OC)-c1cc(Nc3ccc(N(C)C)cc3)nc(=O)n1CC2
  A: 2	B: 13	C: 1	D: 10	E: 36	F: 13	G: 2.3	H: -60	I: -8.3

4	O=C(Nc1ccc2ccccc2c1)N1CCCN(CCOc2ccccc2)CC1
  A: 11	B: 5	C: 1	D: -8	E: -4	F: -2	G: 2.5	H: 9	I: 0.8

5	N#CCOC(=O)/C=C/c1ccc2c(c1)OCO2
  A: 5	B: 7	C: -4	D: 0	E: 11	F: -1	G: 3.8	H: -14	I: 2.2

6	COCCN(C(=O)c1ccccc1)c1nnc(-c2cccnc2)s1
  A: 9	B: 3	C: -2	D: -4	E: -11	F: 6	G: 0.9	H: 3	I: -0.4

7	CCC(C)Nc1nc(N)c([N+](=O)[O-])c(NCCO)n1 (stereo not given)
  A: 9	B: 16	C: -3	D: 6	E: 8	F: 6	G: 1.6	H: -57	I: 1.4

8	CCCCCOCC1CC(C/C(C)=N/Nc2nc(-c3ccccc3)cs2)C(=O)O1 (stereo not given)
  A: 17	B: 12	C: 0	D: 7	E: 12	F: -3	G: 0.0	H: -2	I: -3.7

9	O=C(CN1CCN(C(=O)C2COc3ccccc3O2)CC1)Nc1ccccc1 (stereo not given)
  A: 14	B: 5	C: 3	D: 3	E: 6	F: 7	G: 0.9	H: -7	I: -0.2

10	COc1ccc(OCCc2nnc(N)s2)cc1
  A: 6	B: 4	C: -2	D: -9	E: -7	F: 31	G: -0.2	H: 3	I: -1.0

11	CCn1c(C(=O)N2CCCC(C(=O)NCCc3ccc(C)cc3)C2)cc2sccc21 (stereo not given)
  A: 16	B: 6	C: 0	D: 2	E: 3	F: 37	G: -0.3	H: 2	I: -8.0

12	Cc1ccc(S(=O)(=O)N2CCCN(C(=O)OC(C)(C)C)CC2)cc1
  A: 9	B: 9	C: -1	D: 2	E: 17	F: -10	G: -0.9	H: -9	I: 2.0

13	S=C(Nc1ccc2c(c1)OCO2)NC1CCN(Cc2ccccc2)CC1
  A: 9	B: 16	C: 2	D: 6	E: 7	F: 10	G: -0.3	H: 2	I: -8.4

14	NC1=NC2(CCCCC2)N(c2cccc(Cl)c2)C(N)=N1
  A: 9	B: 7	C: 0	D: 3	E: 10	F: -4	G: 0.3	H: 4	I: -0.5

15	CC1CCN(CCCNC(=O)C2CCC(=O)N2C2CCCC2)CC1 (stereo not given)
  A: 9	B: -10	C: -2	D: 1	E: 22	F: 27	G: 0.2	H: -3	I: -2.7

16	CC1=NN(C(=O)c2ccc(C)cc2)C(O)(C(F)(F)OC(F)(F)F)C1 (stereo not given)
  A: 4	B: 19	C: 0	D: 1	E: 21	F: 21	G: 1.0	H: -4	I: -1.6

17	O=C(NCCc1ccccc1)C1(c2ccccc2)CC1(Cl)Cl (stereo not given)
  A: 8	B: 1	C: -2	D: 0	E: 3	F: 16	G: 0.1	H: 6	I: -2.2

18	O=C(O)c1cccc(Nc2ncnc3ccc(Br)cc23)c1
  A: 4	B: 0	C: -1	D: -1	E: 3	F: 2	G: 0.0	H: -50	I: 3.3

19	C#CCn1c(=NC(=O)c2cc(-c3cccs3)nc3ccccc23)sc2cc(S(N)(=O)=O)ccc21
  A: 11	B: -2	C: -3	D: -3	E: 28	F: 5	G: 1.1	H: -8	I: 2.4

20	COc1ccc(CN2CCN(C(C)C)C(CCO)C2)cc1Cn1cncn1 (stereo not given)
  A: 0	B: 9	C: 3	D: 1	E: -6	F: 35	G: 1.0	H: 2	I: 0.3

21	CCc1cc2c(C)ccc(C)c2nc1SCC(=O)Nc1c(C)[nH]c(=O)[nH]c1=O
  A: 12	B: 9	C: -2	D: 18	E: 0	F: 9	G: 0.3	H: -2	I: 0.4

22	COCCNC(=S)N1CCC(C(=O)c2ccc3c(c2)OCCO3)CC1
  A: 10	B: 5	C: 3	D: 6	E: 22	F: -15	G: 0.6	H: -6	I: -0.8

23	COc1ccc(Nc2nc3ccc(C)cn3c(=O)c2/C=N/O)cc1
  A: 28	B: .	C: 0	D: -3	E: 14	F: 16	G: 3.0	H: -3	I: -0.4

24	CCCCCCNC(=O)C(C#N)c1nc2ccccc2nc1N1CCOCC1 (stereo not given)
  A: 5	B: -4	C: -1	D: -8	E: 4	F: 54	G: -0.2	H: -3	I: -1.7

25	CCOC(=O)c1cc(-c2ccccc2)sc1NC(=O)COC
  A: 13	B: 2	C: 0	D: -7	E: 18	F: 10	G: 27	H: -9	I: -0.2

Whole records as entered above. Screens in order: PGE2 EP2 inh | FXIIa inh | Wee1 degr inh | FXIa inh 1536 | PPC-1+TRAIL kill | CHOP inh | L929 necroptosis | Tb hexokinase | TNF death inh
Listed for NC1=NC2(CCCCC2)N(c2cccc(Cl)c2)C(N)=N1 = 9 | 7 | 0 | 3 | 10 | -4 | 0.3 | 4 | -0.5
Listed for N#CCOC(=O)/C=C/c1ccc2c(c1)OCO2 = 5 | 7 | -4 | 0 | 11 | -1 | 3.8 | -14 | 2.2
Listed for CCOc1nc(-c2ccc(OC)cc2)ccc1-c1noc(C)n1 = 3 | -2 | -1 | 4 | 40 | -17 | 0.0 | -6 | -0.9

Going on with the list:
Abbreviations – A = PGE2 EP2 inh; B = FXIIa inh; C = Wee1 degr inh; D = FXIa inh 1536; E = PPC-1+TRAIL kill; F = CHOP inh; G = L929 necroptosis; H = Tb hexokinase; I = TNF death inh
26	O=C(NCc1nc2ccccc2[nH]1)C1=C[C@H](C2CCCCC2)C[C@H](OCc2ccc(CO)cc2)O1
  A: 12	B: 11	C: 1	D: 3	E: 12	F: 29	G: -0.2	H: -6	I: 0.5

27	CCOCCCNC(=O)CSc1nc2nc(C)c(Cc3ccccc3)c(C)n2n1
  A: 4	B: 4	C: -3	D: -2	E: -12	F: 12	G: -0.4	H: 0	I: 2.0

28	O=C(Cc1ccc(Cl)cc1)Nc1ccc2oc(=O)ccc2c1
  A: 7	B: 6	C: -2	D: -1	E: -5	F: 31	G: 1.1	H: 1	I: 11

29	C=C1C(C(=O)N2CCN(C)CC2)C1C(=O)N1CCN(C)CC1 (stereo not given)
  A: 8	B: 6	C: -1	D: 3	E: 15	F: 4	G: 1.1	H: 0	I: 0.9

30	Cc1ccc(CN(C(=O)CNC(=O)c2cccs2)C(C(=O)NCC2CCCO2)c2ccccc2)cc1 (stereo not given)
  A: 8	B: 11	C: -2	D: -7	E: 8	F: 11	G: -0.6	H: -5	I: -13

31	CN(C(=O)COC(=O)c1nc(Cl)c(Cl)c(Cl)c1Cl)C1CCS(=O)(=O)C1 (stereo not given)
  A: 8	B: 2	C: 7	D: -3	E: 34	F: 56	G: 43	H: -2	I: 6.5

32	CCCn1c(CCc2ccccc2)nnc1SCC(=O)N1CCCC1
  A: 11	B: 10	C: 3	D: 0	E: 11	F: 10	G: -0.4	H: 5	I: -1.7

33	Cc1ccc(N2C(=O)[C@@H]3C(C(=O)CCN4C(=O)c5ccccc5C4=O)=NN[C@@H]3C2=O)cc1
  A: 10	B: -5	C: -5	D: 2	E: 7	F: 12	G: -0.7	H: -13	I: 1.6

34	Cc1ccc(C(C)C)c(OCCCN(C)Cc2ccccc2)c1
  A: 6	B: 8	C: 1	D: -1	E: 10	F: 75*	G: -0.5	H: 9	I: 1.3

35	COCc1cc(C)nc2sc(C(=O)N3CCCC3)c(N)c12
  A: 10	B: 14	C: 2	D: 6	E: -14	F: 32	G: -0.8	H: -21	I: -0.3

36	CCCCNC(=O)c1c(C)cc(=O)oc1C
  A: 8	B: 16	C: 3	D: 4	E: 15	F: 22	G: -0.1	H: -36	I: -1.4

37	CCCN(Cc1cc2ccc(C)cc2[nH]c1=O)S(=O)(=O)c1ccccc1
  A: 9	B: 0	C: -2	D: -1	E: 13	F: 52	G: -0.1	H: -13	I: -3.9

38	CC(O)C(=O)N/N=C/c1cccc(Cl)c1Cl (stereo not given)
  A: 11	B: 19	C: -3	D: 4	E: 22	F: 27	G: -0.1	H: 2	I: -4.3

39	O=C(Nc1ccccc1)C1=C[C@H](c2coc3ccccc3c2=O)C[C@H](OCc2ccc(CO)cc2)O1
  A: 8	B: 2	C: -1	D: -2	E: 11	F: 5	G: 0.9	H: -5	I: 1.5

40	CCCc1c(C(=O)Nc2ccc(C(F)(F)F)cc2)cnn1-c1ccccc1
  A: 13	B: 8	C: -3	D: -3	E: 14	F: 62	G: 9.5	H: 5	I: 2.0

41	CC1(C)CC(=O)C(C=NCC2CCN(C(=S)Nc3ccccc3)CC2)=C(O)C1
  A: 13	B: 0	C: 0	D: -1	E: -3	F: 11	G: -0.2	H: -6	I: -0.9

42	COc1ccc(N2CCN(CCCNC(=O)C3(S(=O)(=O)c4ccc(Cl)cc4)CC3)CC2)cc1
  A: .	B: 7	C: -3	D: 6	E: -7	F: 10	G: 0.1	H: -1	I: -0.1

43	COc1cc(CO)ccc1OCc1nnnn1-c1ccc(C)cc1
  A: 5	B: 2	C: 0	D: 3	E: -3	F: 9	G: -0.1	H: 0	I: -0.3

44	CCN1C(=O)NC(c2cc(Br)ccc2OC)C(C(=O)OC)=C1C (stereo not given)
  A: 14	B: 11	C: -1	D: 5	E: 22	F: 28	G: -1.2	H: 3	I: -3.6

45	N=C1C2=C3Sc4ccccc4N3CCCC2=NN1c1cccc(S(=O)(=O)O)c1
  A: -1	B: 10	C: -1	D: 10	E: 0	F: 2	G: 1.3	H: -64	I: 2.3

46	CCOC(=O)N1CCN(C(=O)c2cn(C)c3ccc(S(=O)(=O)N4CCC(C)CC4)cc3c2=O)CC1
  A: 4	B: 5	C: -2	D: 0	E: -15	F: -28	G: 2.4	H: -19	I: -0.2

47	COc1ccccc1NS(=O)(=O)c1cc(C(=O)NCCN2CCOCC2)ccc1Cl
  A: 10	B: 10	C: 0	D: 1	E: 2	F: 14	G: -0.4	H: 6	I: 1.0

48	O=C(CNc1cccc(C(F)(F)F)c1)N/N=C/c1cn(-c2ccccc2)nc1-c1ccccc1
  A: 5	B: 9	C: 0	D: 5	E: 0	F: 52	G: 24	H: -1	I: 1.9

49	Nc1ccc(C(CC(=O)O)n2cccc2)cc1 (stereo not given)
  A: 4	B: 5	C: 2	D: -4	E: -3	F: 0	G: -1.6	H: 17	I: 0.0

50	Cc1cc(C)n2nc(SCCCC(=O)c3ccc(F)cc3)nc2n1
  A: 4	B: 6	C: -2	D: -7	E: 4	F: -8	G: 0.4	H: 0	I: -0.7

51	Clc1ccc(OCc2nnc(SCc3nnc(-c4ccccc4)o3)o2)c(Cl)c1
  A: 6	B: 14	C: -2	D: 6	E: 4	F: 77*	G: -0.1	H: 12	I: -8.4
